Screening data as filed in PubChem.
UPR CHOP act: activators of apoptotic CHOP UPR arm, primary screen, cell-based, CHO-CHOP luciferase reporter, luminescence, uHTS; activation, % at 10 µM; 330,000 compounds, 0.34% hits; UPR activation; percent of tunicamycin response over DMSO baseline;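 active = at 10 µM dose, activation of 40% or more, normalized to positive control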;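 note: 100% = tunicamycin at 10 µg/mL and 0% = DMSO alone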
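Assay system: CHO-CHOP cells, stable luciferase reporter of PERK-eIF2a-CHOP signalling / Buffer or medium: F12 plus 10% serum / Compound dosing: one dose, 10 µM in 0.5% DMSO / Times: 6 h compound treatment, 37 °C / Technique: luciferase luminescence / Read-out: % reporter activation, DMSO baseline versus tunicamycin full activation / Benchmarks: tunicamycin and DMSO controls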
Gli-Sufu antag: Gli-Sufu pathway antagonists, primary screen, luciferase luminescence, Sufu-KO-LIGHT cells, uHTS; inhibition, % at 5 µM; 340,000 compounds, 0.74% hits; Sufu-KO-LIGHT fibroblasts, Gli luciferase reporter luminescence;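 active = inhibition above about 55%, limit read from the data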;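 note: 0% = DMSO-treated cells and 100% = wells with medium but no cells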
Mdm2 MdmX PPI: inhibitors of human Mdm2-MdmX association, primary screen, cell-based, luminescence, split luciferase, SaOS-2, uHTS; SaOS-2 split-luciferase Mdm2/MdmX complementation; 330,000 compounds, 3% hits; Protein Mdm4 (Homo sapiens) + E3 ubiquitin-protein ligase Mdm2 (Homo sapiens), …; inhibition, % at 8 µM;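 active = inhibition of at least 50% at 8 µM in the primary screen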
CXCR6 inh: CXCR6 receptor inhibitors, primary screen, cell-based, beta-arrestin, luminescence, CHO-K1 PathHunter, 1536-well; C-X-C chemokine receptor type 6 (Homo sapiens), O00574; inhibition, % at 20 µM; 360,000 compounds, 0.36% hits; AID 602244, 2012; in the data active = inhibition above about 34%, passing the limit was not always enough;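 note: antagonist mode with CXCL16 agonist at 10 nM final; 0% = 10 nM CXCL16 with DMSO and 100% = unstimulated wells without agonist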
Target sequence (O00574 whole entry, looked up): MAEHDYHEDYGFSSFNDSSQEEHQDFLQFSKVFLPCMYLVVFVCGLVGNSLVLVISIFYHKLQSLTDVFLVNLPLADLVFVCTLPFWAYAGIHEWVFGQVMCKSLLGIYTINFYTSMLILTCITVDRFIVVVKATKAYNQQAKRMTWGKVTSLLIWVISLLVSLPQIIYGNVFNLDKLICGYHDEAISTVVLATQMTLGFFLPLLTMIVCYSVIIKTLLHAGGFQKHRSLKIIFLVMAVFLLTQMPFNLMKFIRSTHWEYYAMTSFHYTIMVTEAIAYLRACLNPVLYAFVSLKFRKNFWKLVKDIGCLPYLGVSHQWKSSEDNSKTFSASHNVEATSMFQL
XBP1 UPR activ: activators of adaptive XBP1 UPR arm, primary screen, cell-based, CHO-XBP1 luciferase reporter, luminescence, uHTS; IRE1-XBP1 UPR activation; percent of tunicamycin response, DMSO as zero; activation, % at 20 µM; 330,000 compounds, 0.33% hits;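 active = versus positive control, 20 µM dose yields 30% or more activation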;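 note: 100% = tunicamycin at 10 µg/mL and 0% = DMSO only wells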
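Material: CHO cell line with stable XBP1 luciferase reporter; buffer or medium: F12 medium containing 10% fetal bovine serum; compound: single point, 20 µM final compound, 1% DMSO; incubation: 6 h treatment, 37 °C; measured by: glow luminescence from Steady-Glo reagent; evaluation: activation, % of tunicamycin; control set: tunicamycin high, DMSO low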
697 NFkB inh: inhibitors of PMA/ionomycin-induced NF-kB reporter, 697 cells, primary screen, B-cell NF-kB inhibitor project, cell-based, luminescence, uHTS. 330,000 compounds, 0.33% hits. inhibition, % at 4 µM. AID 435022, 2010. 697 B-cell NF-kB luciferase reporter, 16 h; in the data active = inhibition above about 35%
Jurkat NFkB inh: inhibitors of induced NF-kB luciferase reporter, primary screen, TCR NF-kB activation inhibitor project, cell-based, luminescence, uHTS | Jurkat, PMA/ionomycin-induced NF-kB luciferase reporter | inhibition, % at 4 µM | 330,000 compounds, 0.53% hits | AID 435003, 2010; in the data active = inhibition above about 50%
EBI2 block: EBI2 receptor antagonists, beta-arrestin recruitment, primary screen, cell-based, luminescence, 7a,25-OHC stimulation, uHTS; 360,000 compounds, 0.81% hits; G-protein coupled receptor 183 (Homo sapiens), P32249; 7a,25-OHC stimulated; inhibition, % at 5 µM; in the data active = inhibition above about 38%;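 note: enzyme fragment complementation signal reports receptor beta-arrestin coupling in cells; 0% = agonist plus DMSO wells and 100% = wells without agonist; some results beyond the cut were filed as inactive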
Target sequence (P32249 whole entry, looked up, the tested form may be a part): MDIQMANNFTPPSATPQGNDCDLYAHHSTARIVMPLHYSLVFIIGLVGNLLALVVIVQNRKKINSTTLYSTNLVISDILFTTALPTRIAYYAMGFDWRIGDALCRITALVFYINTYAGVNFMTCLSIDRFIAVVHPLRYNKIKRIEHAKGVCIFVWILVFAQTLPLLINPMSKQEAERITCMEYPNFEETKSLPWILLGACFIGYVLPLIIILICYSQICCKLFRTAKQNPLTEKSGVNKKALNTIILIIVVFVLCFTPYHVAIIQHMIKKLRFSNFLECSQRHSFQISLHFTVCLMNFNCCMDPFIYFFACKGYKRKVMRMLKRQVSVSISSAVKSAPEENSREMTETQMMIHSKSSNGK
CCR6 antag: CCR6 receptor antagonists, primary screen, cell-based, CHO-K1, luminescence, beta-arrestin, uHTS | C-C chemokine receptor type 6 (Homo sapiens), P51684 | CHO-K1 CCR6 PathHunter beta-arrestin, CCL20-stimulated | inhibition, % at 20 µM | 340,000 compounds, 0.49% hits;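 active = compounds whose inhibition of the agonist-driven luminescence signal at 20 µM reaches about 50%, limit read from the data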;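 note: cells stimulated with CCL20 at 14 nM final; plate controls were DMSO with CCL20 for no effect and DMSO without agonist for full effect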
Target sequence (P51684 whole entry, looked up): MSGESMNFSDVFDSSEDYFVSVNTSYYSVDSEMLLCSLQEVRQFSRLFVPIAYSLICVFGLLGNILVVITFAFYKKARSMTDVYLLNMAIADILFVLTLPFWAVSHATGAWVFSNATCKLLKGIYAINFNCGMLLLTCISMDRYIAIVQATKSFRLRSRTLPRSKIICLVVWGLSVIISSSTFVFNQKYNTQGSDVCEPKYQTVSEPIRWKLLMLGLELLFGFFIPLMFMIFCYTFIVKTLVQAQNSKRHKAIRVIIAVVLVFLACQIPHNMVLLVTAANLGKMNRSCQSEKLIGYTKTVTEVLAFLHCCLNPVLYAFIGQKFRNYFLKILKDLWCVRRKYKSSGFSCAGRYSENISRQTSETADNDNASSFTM
* = called active by the depositor; . = no result given. An unsorted share of the library. About 5% of those tested had a hit in this group.

1) COc1ccc(N=C2C(=S)N(c3ccc(OC)cc3)C(=NS(=O)(=O)c3ccccc3)N2c2ccccc2)cc1
2) CC(C)Oc1cccc(C(=O)C2CCCN(C(=O)c3ccccn3)C2)c1 (stereo unspecified)
3) CO/N=C/NC(=O)c1c(OC)ccnc1Oc1ccc(Cl)cc1
4) Cc1cc(F)ccc1N1CCC(N2CCN(CCC(C)C)C(CCO)C2)CC1 (stereo unspecified)
5) CCC(C)(C)n1nnnc1C(c1ccc(O)cc1)N1CCc2ccccc2C1 (stereo unspecified)
6) O=C(CCc1ccccn1)N1CCCC(N2CCN(c3ccc(F)cc3)CC2)C1 (stereo unspecified)
7) Cc1ccccc1CN(c1ccc(C(=O)N2CCN(C)CC2)cc1)S(C)(=O)=O
8) COc1ccc(OCCN2C(=O)c3ccccc3C2=O)c([N+](=O)[O-])c1
Screen / compound no.	1	2	3	4	5	6	7	8
UPR CHOP act	.	0.7	3.2	0.9	3.0	0.8	0.4	3.0
Gli-Sufu antag	-70	-3	21	6	3	-8	5	-20
Mdm2 MdmX PPI	.	11	-1	28	-20	-18	-7	9
CXCR6 inh	2	-1	8	3	9	4	10	4
XBP1 UPR activ	.	-3	3	-1	0	-5	-3	3
697 NFkB inh	.	-13	-2	-32	11	14	-21	-39
Jurkat NFkB inh	.	15	4	4	2	0	-21	-7
EBI2 block	3	-13	6	1	-4	-7	2	-5
CCR6 antag	16	5	6	-10	10	2	8	3

9) Cn1c(Cl)c(/C=N/OC(=O)c2ccc(Cl)cc2)c2ccccc21
10) Cc1ccc(C(=O)N/C(=C\c2cccs2)C(=O)NCc2ccncc2)cc1
11) Cc1cccc(COCC(Cc2ccccc2)N2CCN(C(=O)c3ccc(C(F)(F)F)cc3)CCC2=O)c1 (stereo unspecified)
12) Cc1cc(C)cc(OCC(=O)NN2C(=O)c3ccccc3C2=O)c1
13) CCc1cc(C(=O)c2ccc(OC)cc2)c(NC(=O)CN2CCCC2)s1
14) N=c1c2c3c(sc2ncn1CCCO)CCCC3
15) CCC(C)NC(=O)Cn1ccc2cc(S(=O)(=O)N3CCCCCC3)ccc21 (stereo unspecified)
16) N#CCSc1nccc(-c2cc(Cl)sc2Cl)n1
Screen / compound no.	9	10	11	12	13	14	15	16
UPR CHOP act	-0.2	1.5	-2.6	-0.8	1.1	-0.7	1.2	-2.8
Gli-Sufu antag	1	0	-8	-2	6	2	-2	-4
Mdm2 MdmX PPI	0	5	57*	10	25	-10	22	18
CXCR6 inh	-3	2	4	-3	12	1	-4	8
XBP1 UPR activ	0	-2	-3	0	-1	3	-6	-2
697 NFkB inh	-10	11	1	1	-27	7	-10	8
Jurkat NFkB inh	-2	7	-9	7	-29	2	-3	18
EBI2 block	-12	2	20	-10	-6	-24	-8	0
CCR6 antag	4	1	14	0	25	24	0	12

17) Cc1ccccc1NC(=O)CSc1nnnn1C
18) CCOC(=O)C1(CCc2ccccc2)CCN(C(=O)c2ccoc2)CC1
19) N#CC1=C(N)OC2=C(C(=O)CC(c3ccccc3)C2)C1c1cccnc1 (stereo unspecified)
20) CCCOc1ccc(Cn2c(O)cc(=O)[nH]c2=O)cc1
21) CCCn1nnc(NC(=S)NC(=O)c2ccc(-c3ccc(Br)cc3)o2)n1
22) COc1ccc(CNC(=O)c2c(O)c3cc(OC)c(OC)cc3[nH]c2=O)cc1OC
23) COc1ccc2ccc(O)c(CN3CCN(S(=O)(=O)c4cc([N+](=O)[O-])ccc4C)CC3)c2c1
24) O=C(O)CC(CC(=O)Nc1ccc(C(=O)O)cc1)c1ccccc1 (stereo unspecified)
Screen / compound no.	17	18	19	20	21	22	23	24
UPR CHOP act	-3.4	1.2	0.0	-3.9	-1.1	0.2	1.2	-0.9
Gli-Sufu antag	-1	3	-4	9	-3	-1	5	4
Mdm2 MdmX PPI	6	0	15	10	2	-5	26	27
CXCR6 inh	-1	11	-1	5	31	6	-4	-12
XBP1 UPR activ	-2	-2	-1	3	0	-6	-1	-2
697 NFkB inh	-2	-37	13	1	-55	-10	21	22
Jurkat NFkB inh	-12	-10	-5	-10	-12	-4	-7	10
EBI2 block	-8	0	-7	1	8	-9	14	-6
CCR6 antag	6	3	1	6	59*	-3	-1	5

25) COc1cccc(C(=O)OCCN2CCOCC2)c1
26) O=C(NCCCN1CCCC1=O)C(=O)NCC1OCCN1S(=O)(=O)c1ccc(Br)cc1 (stereo unspecified)
27) COc1ccc(NC(=O)C2CCCNC2=O)cc1 (stereo unspecified)
28) CC1Sc2ccc(S(=O)(=O)CCC(=O)N(C)Cc3ccco3)cc2NC1=O (stereo unspecified)
29) CCC(=O)Nc1ccc2nc(SCC(=O)N3CCOCC3)sc2c1
30) Cc1onc(-c2ccccc2Cl)c1C(=O)N1CCN(C=O)CC1
31) CCN1CCN(CCC(=O)Nc2ccccc2)CC1
32) CCOC(=O)CN1CC23C=CC(O2)C(C(=O)NCCc2ccccc2)C3C1=O (stereo unspecified)
Screen / compound no.	25	26	27	28	29	30	31	32
UPR CHOP act	-0.6	-1.6	3.2	1.5	1.4	-1.2	0.8	0.7
Gli-Sufu antag	-5	10	5	-2	-8	6	-23	-12
Mdm2 MdmX PPI	-28	-3	5	3	1	16	8	16
CXCR6 inh	-8	2	3	-7	-8	1	0	-4
XBP1 UPR activ	-1	0	1	-3	-3	-7	-2	-4
697 NFkB inh	-18	5	8	7	4	-7	2	16
Jurkat NFkB inh	-16	9	4	-2	7	-5	-7	35
EBI2 block	-1	-14	-9	-8	-3	-2	-6	-2
CCR6 antag	19	2	-1	5	-1	8	6	-4

33) O=C(NN1C(=O)/C(=C/c2ccc(O)cc2)SC1=S)c1ccccc1O
34) CC(=O)N1c2ccc(S(=O)(=O)N3CCC(C(=O)NCc4ccccc4)CC3)cc2CC1C (stereo unspecified)
35) COCCn1c(SCC(=O)NCc2ccccc2)nnc1-c1ccco1
36) CC[C@]12c3[nH]c4cc(CCC(=O)N(C)C)ccc4c3CCN1C(=O)[C@@H](CC(=O)NCc1ccco1)C[C@@H]2C(=O)N1CCN(C(=O)c2ccco2)CC1
37) O=C(c1ccccc1)C1CCN(C(=O)c2cccs2)CC1
38) O=C(CNC(=O)c1ccc2c(c1)OCCO2)N/N=C/c1ccc(Cl)cc1
39) COc1cc(C(=O)Nc2nnc(C3=COCCO3)o2)cc(OC)c1OC
40) CN(C(=O)c1ccc2c(c1)OCO2)C1(C(=O)NC2CCCC2)CCCCC1
Screen / compound no.	33	34	35	36	37	38	39	40
UPR CHOP act	1.6	2.4	-0.3	1.9	1.3	-0.1	-0.2	-0.9
Gli-Sufu antag	2	2	-4	1	3	-7	-5	5
Mdm2 MdmX PPI	3	2	-16	13	-19	14	30	-16
CXCR6 inh	29	-5	-14	1	2	-2	5	6
XBP1 UPR activ	2	-3	-2	-1	-3	1	-2	-2
697 NFkB inh	-3	-10	14	16	-8	6	6	-128
Jurkat NFkB inh	-5	7	5	.	-10	6	5	-122
EBI2 block	5	3	-4	-5	5	19	-4	7
CCR6 antag	43	-1	-6	5	2	-38	3	2

Excerpt, compounds 35–40
35) COCCn1c(SCC(=O)NCc2ccccc2)nnc1-c1ccco1
36) CC[C@]12c3[nH]c4cc(CCC(=O)N(C)C)ccc4c3CCN1C(=O)[C@@H](CC(=O)NCc1ccco1)C[C@@H]2C(=O)N1CCN(C(=O)c2ccco2)CC1
37) O=C(c1ccccc1)C1CCN(C(=O)c2cccs2)CC1
38) O=C(CNC(=O)c1ccc2c(c1)OCCO2)N/N=C/c1ccc(Cl)cc1
39) COc1cc(C(=O)Nc2nnc(C3=COCCO3)o2)cc(OC)c1OC
40) CN(C(=O)c1ccc2c(c1)OCO2)C1(C(=O)NC2CCCC2)CCCCC1
Screen / compound no.	35	36	37	38	39	40
UPR CHOP act	-0.3	1.9	1.3	-0.1	-0.2	-0.9
Gli-Sufu antag	-4	1	3	-7	-5	5
Mdm2 MdmX PPI	-16	13	-19	14	30	-16
CXCR6 inh	-14	1	2	-2	5	6
XBP1 UPR activ	-2	-1	-3	1	-2	-2
697 NFkB inh	14	16	-8	6	6	-128
Jurkat NFkB inh	5	.	-10	6	5	-122
EBI2 block	-4	-5	5	19	-4	7
CCR6 antag	-6	5	2	-38	3	2

The results go on:
41) COc1ccccc1NC(=O)c1cc(C)nc2ccccc12
42) CC(=O)Nc1ccc(C(=O)OCC(=O)NCCC2=CCCCC2)cc1
43) CCN(CC)CCCNc1nc2ccccc2c2nc(-c3ccncc3)nn12
44) N[C@@H](Cc1ccccc1)C(=O)N1CCC(C(=O)NCC(=O)NCC(=O)O)CC1
45) C[C@]1(OC(=O)/C=C/c2ccccc2)C[C@@H](O)[C@]2(O)C=CO[C@@H](O[C@@H]3O[C@H](CO)[C@@H](O)[C@H](O)[C@H]3O)[C@@H]21
46) CCC(=O)Nc1nnc(SCC(=O)NCCc2ccc(OC)c(OC)c2)s1
47) O=C(Cc1ccccc1F)Nc1ccccc1N1CCCC1
48) NS(=O)(=O)c1ccc(NC(NC(=O)c2cccnc2)C(Cl)(Cl)Cl)cc1 (stereo unspecified)
Screen / compound no.	41	42	43	44	45	46	47	48
UPR CHOP act	-1.0	-0.7	1.6	-0.7	1.7	-1.8	0.1	1.9
Gli-Sufu antag	-6	1	2	7	22	4	-3	3
Mdm2 MdmX PPI	-12	15	32	5	-16	3	17	32
CXCR6 inh	2	7	-4	-10	-2	7	-3	1
XBP1 UPR activ	2	-4	-3	-3	-5	-3	-3	-5
697 NFkB inh	12	-10	8	15	8	13	-1	12
Jurkat NFkB inh	-3	5	-36	8	9	8	0	-5
EBI2 block	0	9	-3	-1	2	-10	12	-5
CCR6 antag	3	8	-2	-12	-12	8	18	4

49) COc1ccc(OC)c(NC(=O)C2CCCN(S(=O)(=O)c3ccc(-n4cnnn4)cc3)C2)c1 (stereo unspecified)
50) O=C(c1ccccc1Cl)N1CCN(c2ncccn2)CC1
51) O=C(Nc1ccc2c(c1)OCO2)c1sc2cc(Cl)ccc2c1Cl
52) COc1ccc(N2C(=O)CC(N3CCCCC3)C2=O)cc1 (stereo unspecified)
53) Cc1ccc(CN2CCN(/N=C/C=C/c3ccccc3[N+](=O)[O-])CC2)cc1
Screen / compound no.	49	50	51	52	53
UPR CHOP act	2.1	0.9	4.1	0.9	-0.3
Gli-Sufu antag	18	1	-18	-2	31
Mdm2 MdmX PPI	23	9	-18	10	-8
CXCR6 inh	-8	2	9	10	3
XBP1 UPR activ	-1	-1	-1	-4	-4
697 NFkB inh	14	16	-20	6	21
Jurkat NFkB inh	11	-15	-47	1	-10
EBI2 block	2	-2	-2	2	-7
CCR6 antag	14	-6	3	5	16
